Source: PubChem BioAssay (Sanford-Burnham Center for Chemical Genomics)
NLRP3 yeast inh = inhibitors of NALP3 inflammasome in yeast; Yeast reconstituted NLRP3/ASC/caspase-1, beta-gal luminescence, 24 h; inhibition, % at 10 µM; 0.39% of 330,000 active; AID 2825;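 active = inhibition of 50% or more; inactive = inhibition below 50%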;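 also: plate controls were induced DMSO wells for no effect and uninduced yeast grown without galactose for full effect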
beta cell repl = inducers of beta-cell replication in MIN6 cells; MIN6 cells proliferation, ATPlite luminescence, 48 h; cells starved in 0.2% serum; 100% = growth in 10% serum; proliferation, % at 10 µM; 0.29% of 330,000 active;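 active = compounds whose signal lies at least 3.5 SD above the mean of all wells on their plate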;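 also: 0% = DMSO-treated cells in low-serum medium and 100% = 10% serum control; some compounds called inactive have numbers as strong as hits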
hIAP inh = human IAP inhibition; purified IAP, CDP-Star luminescence, 30 min; AID 2544; inhibition, % at 10 µM; 0.12% of 330,000 active; P09923;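 active = inhibition reaching a set limit with compound at 10 µM in the primary screen, cut at about 35% in these data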;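 also: plate controls were DMSO wells with enzyme for no effect and no-enzyme buffer wells for full effect; values of inactives mirror those of a sister screen read the other way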
tim10-1 inh = growth inhibitors of tim10-1 mutant yeast; S. cerevisiae tim10-1 ts strain growth, BacTiter-Glo, 24 h; inhibition, % at 20 µM; 2.2% of 330,000 active; AID 463190;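 active = inhibition of at least 40%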;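 also: mutant grown at 25 °C; 0% = DMSO wells with yeast and 100% = wells holding no yeast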
APOBEC3G inh = inhibitors of human APOBEC3G DNA deaminase; inhibition, % at 20 µM; recombinant A3G, ssDNA deamination FAM/TAMRA fluorescence; 0.28% of 330,000 active; Q9HC16;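 active = inhibition of at least 40% at 20 µM, with no more than 30% in the related APOBEC3A deaminase screen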;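 also: plate controls were DMSO wells with A3G for no effect and wells lacking A3G enzyme for full effect; some compounds called inactive have numbers as strong as hits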
mIAP block = blocks mouse intestinal alkaline phosphatase. purified mouse IAP, CDP-Star luminescence, 30 min. inhibition, % at 10 µM. 0.2% of 330,000 active. AID 2806;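 active = inhibition of at least 40% at 10 µM in the primary screen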;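 also: plate controls were DMSO with enzyme for no effect and no enzyme wells for full effect; values of inactives mirror those of a sister screen read the other way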
mIAP activ = increases mouse intestinal alkaline phosphatase activity; muIAP, CDP-Star luminescence, 30 min; hits give high values; 1 = vehicle-only enzyme signal, 0 = enzyme-free wells; activation factor at 10 µM; 0.24% of 330,000 active; AID 2805;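 active = activation factor of at least 2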; also: the source names both 10 and 20 µM as test concentration; values of inactives mirror those of a sister screen read the other way
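System: mouse IAP enzyme. Reagent: CDP-Star chemiluminescent phosphatase substrate. Benchmarks: DMSO wells, no-enzyme wells. Times: 30 min enzyme-substrate-compound incubation at room temperature. Detection: luminescence from enzymatic CDP-Star hydrolysis. Doses: test compounds delivered from DMSO solution.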
TIM10 inh = TIM10 yeast growth inhibition. AID 463195. S. cerevisiae TIM10 strain growth, BacTiter-Glo luminescence, 24 h. inhibition, % at 10 µM. 1.4% of 330,000 active;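 active = inhibition of 40% or more at the single tested concentration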;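 also: wild-type TIM10 isogenic control strain grown at permissive 25 °C; 0% = DMSO yeast wells and 100% = minimal medium wells without yeast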
A3A deaminase = inhibitors of human APOBEC3A DNA deaminase | P31941 | 0.41% of 330,000 active | inhibition, % at 20 µM | recombinant A3A, FAM/TAMRA ssDNA deamination fluorescence;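 active = at least 40% inhibition at 20 µM here, with at most 30% in a related deaminase screen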;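 also: plate controls were A3A with DMSO for no effect and wells lacking A3A enzyme for full effect; some results filed as inactive read as strong as hits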
Numbers without * were called inactive.

Sample of the layout (two entries):
item	SMILES	NLRP3 yeast inh	beta cell repl	hIAP inh	tim10-1 inh	APOBEC3G inh	mIAP block	mIAP activ	TIM10 inh	A3A deaminase
1	O=C(NCc1nnc(SCC(=O)N2CCOCC2)o1)c1c(F)cccc1F	10	-2	4	-18	-8	-2	1	6	-3
2	CC1CC(C)CN(C(=O)c2ccc(C#N)cc2)C1 (stereo not given)	20	-1	-14	21	-1	-18	1.2	-13	-5

All compounds of this part, from the start:
item	SMILES	NLRP3 yeast inh	beta cell repl	hIAP inh	tim10-1 inh	APOBEC3G inh	mIAP block	mIAP activ	TIM10 inh	A3A deaminase
1	O=C(NCc1nnc(SCC(=O)N2CCOCC2)o1)c1c(F)cccc1F	10	-2	4	-18	-8	-2	1	6	-3
2	CC1CC(C)CN(C(=O)c2ccc(C#N)cc2)C1 (stereo not given)	20	-1	-14	21	-1	-18	1.2	-13	-5
3	Cc1ccccc1N(C(=O)c1csnn1)C(C(=O)NC1CCCC1)c1ccncc1 (stereo not given)	5	-2	-4	-8	-7	0	1	-10	-1
4	CN(c1ccccc1)S(=O)(=O)c1cccc(NC(=O)CCN2C(=O)C3CCCCC3C2=O)c1 (stereo not given)	4	-2	-6	9	-9	3	0.97	9	5
5	COc1ccc(OC)c(C2CC(=O)Nc3cc(OC)c(OC)c(OC)c32)c1 (stereo not given)	8	-2	-42	16	-5	-7	1.1	-9	-1
6	COc1ccccc1NS(=O)(=O)c1cc(NC(=O)C2CC2)ccc1N1CCOCC1	17	-2	5	13	6	-9	1.1	12	2
7	COC(=O)CNc1c(-c2ccccn2)nc2ccc(Br)cn12	12	1	-10	13	1	12	0.88	5	-2
8	CCCn1nc(C(=O)N2CCc3ccccc32)c2ccccc2c1=O	12	-3	7	4	-1	5	0.95	-5	-1
9	O=C(O)CC(c1cccc(C(F)(F)F)c1)N1CCS(=O)(=O)CC1 (stereo not given)	0	-1	5	12	-5	2	0.98	-4	-2
10	COc1ccccc1N1CCN(/N=C/c2ccc([N+](=O)[O-])cc2)CC1	17	-1	2	7	2	8	0.92	2	0
11	CC(Sc1nnc(COc2ccc3ccccc3c2)n1C)C(=O)O (stereo not given)	0	-3	-17	11	-3	-20	1.2	3	-3
12	Cc1ccccc1C(=O)Nc1ccc(N2CCN(C(=O)c3ccco3)CC2)cc1	12	-1	-14	8	-10	3	0.97	9	-4
13	CC(C)=CCN1CCN(CC#Cc2ccccc2)CC1CCO (stereo not given)	-3	-1	0	10	-6	2	0.98	-15	0
14	C/C=C1\COC(C(=O)NCCN2CCCC2)(C(F)(F)F)C=C1C=C1CCCCC1 (stereo not given)	8	-8	7	26	-4	3	0.97	-5	0
15	CC1=C(C(=O)c2ccccc2)C(c2ccc(OC(F)F)cc2)NC(=S)N1 (stereo not given)	2	-3	7	10	-5	6	0.94	5	1
16	CS(=O)(=O)c1ccccc1-c1nnc(NC(=O)CCS(=O)(=O)c2ccc(Cl)cc2)o1	17	2	-5	8	-8	12	0.88	12	-4
17	Cc1cc(C(=O)CN2C(=O)C3CC=CCC3C2=O)c(C)n1-c1ccccc1 (stereo not given)	11	-6	-1	26	-1	8	0.92	43*	1
18	Cc1cc(NC(=O)C2CCN(S(=O)(=O)c3cccs3)CC2)no1	-6	-1	9	17	-4	3	0.97	4	-1
19	CCCc1c(C(=O)Nc2ccc(F)cc2)cnn1-c1ccccc1	29	-2	4	30	-1	2	0.98	22	4
20	COc1ccc(F)cc1S(=O)(=O)NC1CC(C)(C)NC(C)(C)C1	-4	4	6	3	0	0	0.99	8	0
21	CC(C)(C)OC(=O)N1CCC(C(=O)N[C@@H](Cc2ccccc2)C(=O)O)CC1	-8	0	-11	8	-4	-6	1.1	-9	5
22	CCC1Oc2ccccc2N(CC(=O)Nc2ccccc2OC)C1=O (stereo not given)	12	-1	20	10	-1	3	0.97	1	1
23	CCCC(=O)Nc1c2c(nn1-c1cccc(Cl)c1)CS(=O)(=O)C2	12	2	-2	1	-2	-4	1	-15	3
24	Cn1ccsc1=NC(=O)c1cccc(OC(F)F)c1	23	-6	-8	4	-4	0	1	5	0
25	Cc1cc(C(=O)NCCc2ccc(S(N)(=O)=O)cc2)no1	3	-3	11	-3	-3	10	0.9	-1	-1
26	COc1ccc(/C=N/NC(=O)c2c(C)n(C)c3ccc(OC)cc23)c(OC)c1	1	0	-2	30	3	20	0.8	11	1
27	CN(c1ccccc1)S(=O)(=O)c1cccc(C(=O)N2CCCCCC2)c1	15	-2	-5	23	-7	3	0.97	3	0
28	O=C1CCCN1c1ccc(S(=O)(=O)Nc2ccc3c(c2)OCCO3)cc1	-9	-2	-13	-11	0	-6	1.1	-3	0
29	Cn1ncc(Cl)c1C(=O)N/N=C/c1cc2c(cc1[N+](=O)[O-])OCO2	3	-1	12	17	-7	13	0.87	5	-3
30	Cc1ccc(S(=O)(=O)c2cc(O)ccc2O)cc1C	10	-4	-3	9	-1	2	0.98	5	0
31	COc1cccc(-c2cc(C(=O)NCCCn3ccnc3)no2)c1	-1	-3	-7	4	-7	3	0.97	-19	-6
32	C[C@@]12C(=O)Nc3cc(Cl)ccc3C(=O)N1[C@H]1c3cc(Cl)ccc3OC[C@@H]1[C@@H]2c1ccccc1	15	-6	24	23	-9	-11	1.1	20	-1
33	Cc1nn(C)c(=O)c(N)c1-c1cc(-c2ccc(Cl)c(Cl)c2)n[nH]1	24	1	14	4	-2	0	1	17	-1
34	CCn1c(SCC(=O)Nc2ccc(OC)cc2)nc2nc3c(cc2c1=O)CCCC3	-3	0	12	16	-7	2	0.98	10	-1
35	CCOC(=O)c1cnn(-c2cc(C(C)(C)C)nc3c(-c4ccccc4)c(C)nn23)c1N	-9	-6	20	11	-3	4	0.96	4	1
36	Cc1ccc(C(=O)COC(=O)CCN2C(=O)C3C4CCC(C4)C3C2=O)cc1C (stereo not given)	14	-1	13	26	2	-8	1.1	11	2
37	CSCCNC(=O)Nc1c(-c2c(Cl)cccc2Cl)noc1C	1	-2	-4	13	-10	6	0.94	13	-3
38	CCOC(=O)C1=C(c2ccccc2)NC(=O)NC1c1ccc(OC)cc1OC (stereo not given)	21	-5	6	1	-2	-5	1	12	-1
39	CC(=O)Nc1ccc(S(=O)(=O)NCC(=O)OCC(=O)NC(=O)C2CCCCC2)cc1	-6	-3	-4	3	-4	-20	1.2	-1	0
40	CCC(C)N=Cc1c(NCc2ccco2)nc2c(C)cccn2c1=O (stereo not given)	1	3	-7	14	2	-4	1	13	4
41	Cc1ccc(S(=O)(=O)NC(C(=O)O)c2ccccc2)cc1 (stereo not given)	2	-1	7	1	-4	-1	1	7	-2
42	CCCCn1c(N)c(N(CCC(C)C)C(=O)c2oc3ccc(OCC)cc3c2C)c(=O)[nH]c1=O	-4	-3	-13	8	-14	2	0.98	6	0
43	O=C(NCC1(c2ccccc2)CCOCC1)c1ccc(Br)o1	11	0	8	13	2	-18	1.2	16	6
44	CCOC(=O)CN(C(=O)c1snc(C(N)=O)c1N)C(C(=O)NC1CCCCC1)c1ccc(F)cc1 (stereo not given)	10	-2	-27	15	8	-2	1	11	2
45	CC(C)N(Cc1nccn1C)C(=O)c1cc(COc2ccc3ncccc3c2)on1	14	-1	-15	1	-3	-6	1.1	1	1
46	Cc1cc(=O)oc2cc(OCc3ccccc3)ccc12	45	-2	-12	5	-2	2	0.98	-6	-5
47	CCC1CSC(Nc2ccc(C(=O)/C=C/c3cccc(C)c3)cc2)=N1 (stereo not given)	-29	-6	2	57*	-3	8	0.92	62*	0
48	CCOC(=O)c1ccccc1NS(=O)(=O)c1c(C)nc2sccn2c1=O	16	0	-3	19	-7	-6	1.1	10	1
49	O=C(Nc1ccc(NC(=O)c2ccco2)nc1)c1cccc(F)c1	27	-3	2	-27	-10	0	1	0	-5
50	O=C(COC(=O)c1ccco1)NCc1ccco1	1	2	5	8	-2	8	0.92	4	-3
51	Cc1cc(C)c(O)c(NC(=S)NC(=O)Cc2ccccc2)c1	28	2	-16	28	-1	16	0.84	31	2
52	COc1cccc(N(C(=O)c2snc(C(N)=O)c2N)C(C(=O)NCC2CCCO2)c2ccc(C)o2)c1 (stereo not given)	19	-1	9	-2	-10	4	0.96	7	-5
53	Cc1ccc(NC(=O)CC2C(=O)N(Cc3ccccc3)C(=S)N2NC(=O)c2cccc(F)c2)c(C)c1 (stereo not given)	3	-5	3	5	-6	18	0.81	10	2
54	Cc1ccc(S(=O)(=O)N2CCOCC2)cc1C(=O)N1CC(C)CC(C)C1 (stereo not given)	8	-4	-8	-5	-7	-3	1	-2	-1
55	CCOC(=O)c1cc(C(=O)Nc2cccc(C)c2)nn1C	31	-4	9	2	-6	13	0.87	5	-2
56	COc1ccc(C(=O)Nc2cc(C(=O)O)cc(C(=O)O)c2)cc1Cl	1	0	8	6	-7	-14	1.1	-2	0
57	CC(C)C1C(C#N)=C(N)SC(N)=C1C#N	12	-2	-10	7	-4	-5	1.1	7	-4
58	CCOC(=O)Cn1c(=NC(=O)c2nc3ccccc3s2)sc2cc(S(N)(=O)=O)ccc21	10	-2	16	4	-9	8	0.92	2	-7
59	O=C(NCC(=O)N1CC=C(c2ccccc2)CC1)c1ccccc1Br	25	-1	-26	-25	-1	3	0.97	-19	-1
60	O=C(Nc1ccc(Cc2ccncc2)cc1)c1ccc([N+](=O)[O-])o1	3	-4	-2	67*	-6	-10	1.1	45*	-6

Continuation.
item	SMILES	NLRP3 yeast inh	beta cell repl	hIAP inh	tim10-1 inh	APOBEC3G inh	mIAP block	mIAP activ	TIM10 inh	A3A deaminase
61	Cc1ccc(-c2nnc(SCC(=O)N3c4ccccc4NC(=O)C3(C)C)n2N)cc1	-6	-1	-11	10	-5	-2	1	-6	4
62	O=C(NCC1CCCO1)c1ccc(Br)c(S(=O)(=O)N2CCOCC2)c1 (stereo not given)	15	-2	2	7	2	1	0.99	9	4
63	CCCCNC(=O)c1nn(-c2ccccc2OC)c(=O)c2ccccc12	21	-2	-3	15	11	-2	1	-3	2
64	CN(C)S(=O)(=O)c1cccc(NC(=O)COC(=O)/C=C/c2cccs2)c1	15	4	-6	5	-4	3	0.97	11	-1
65	CCC(=O)Nc1nc2ccc([N+](=O)[O-])cc2s1	-11	-3	-12	24	-3	-5	1.1	4	-2
66	NC(=O)c1oc2ccccc2c1NC(=O)CCc1ccccc1	7	0	8	12	-7	-2	1	-8	-3
67	Nc1ccc(-n2nncc2-c2ccccc2)cc1	7	2	-8	4	-4	6	0.94	-4	-10
68	Cc1ccccc1Nc1nc(N)nc(CSc2ccccc2)n1	-7	-3	6	38	-4	-2	1	9	-2
69	COC(=O)c1c(-c2ccc(C)cc2)csc1NC(=S)NC(=O)c1ccc(F)cc1	16	-3	4	-10	-4	7	0.93	-8	-2
70	CCN(c1ccc(NC(=O)COC(=O)c2ccc3ccccc3n2)cc1)C(C)C	5	2	13	15	-5	-2	1	15	0
71	CCCCn1c(SCC(=O)Nc2cc(C)on2)nnc1-c1cccs1	9	-1	7	-5	2	-2	1	-2	5
72	CCn1c(SCC(=O)N2CCc3ccccc32)nnc1-c1ccco1	12	-2	17	5	1	5	0.95	-11	0
73	O=C(Oc1ccc(N2C(=O)CCC2=O)cc1)c1ccco1	8	-1	-1	14	1	10	0.9	-1	5
74	CCN(CC)c1ccc(/C=N/N2CCOCC2)cc1	4	1	-3	-7	-6	3	0.97	2	-2
75	Cc1ccc(SCCC(=O)N2CCC(C)CC2)cc1	25	-2	-7	30	-5	-13	1.1	10	-5
76	Cn1c(Cc2ccccc2)nnc1SCC(=O)NCCc1ccccc1	8	0	5	-1	-7	-4	1	-5	0
